Screening data as filed in PubChem BioAssay.
Dengue-2 NS5 capping – flavivirus cap methylation enzyme inhibition – biochemical, confirmation dose response, primary screen (AID 588689); Dengue-2 NS5 methyltransferase capping enzyme assay, biochemical; higher % means a stronger effect; one-dose inhibition, % at 25 µM; IC50 in µM for titrated hits; actives 0.3% (n = 340,000); in the data active means a potency from the dose series; inconclusive means inhibition above about 29% without an active follow-up result
RSV antiviral HEp-2 – RSV antiviral activity via CPE protection, HEp-2 cells, primary 10 µM value included (AID 2391) | HEp-2 cells, RSV-induced CPE inhibition; higher % means a stronger effect | CPE inhibition, % at 10 µM, or IC50 in µM where a hit was titrated | actives 0.13% (n = 310,000); in the data active means a potency from the dose series; inconclusive means CPE inhibition mostly from about 23% at the one dose, without a potency; inactive means the rest, 99 in 100 with CPE inhibition below about 21%; further: strong numbers were not always called active
Rac1 GTP hydrolysis – MgcRacGAP GTPase-activating activity inhibitors, confirmation, biochemical, ADP Hunter fluorescence; MgcRacGAP-stimulated Rac1 GTP hydrolysis, ADP Hunter fluorescence; higher % means a stronger effect; GST-tagged Rac1 F28L mutant substrate; inhibition, % at 30 µM; hits with a dose series show IC50 in µM; actives 0.6% (n = 340,000); AID 624330;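 active means first-screen hits whose inhibition reached a set limit at any dose in the follow-up dose series; inconclusive means inhibition above the set first-screen limit but never retested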;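 further: fluorescence reports GDP produced by GAP-driven GTP hydrolysis; strong numbers were not always called active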
HIV fusion peptide – inhibitors of HIV fusion peptide binding, primary screen, biochemical, uHTS, fluorescence dequenching (AID 1986); cell-free peptide binding, fluorescence dequenching, 30 min; higher % means a stronger effect; inhibition, % at 20 µM, or IC50 in µM where a hit was titrated; actives 0.3% (n = 290,000); in the data active means inhibition mostly above about 52%, no sharp cut-off; inactive means mostly below about 76%; further: some results filed as inactive read as strong as hits
SIAH1 antagonists – Siah-1 peptide-binding antagonists, primary screen, biochemical, fluorescence polarization, rhodamine-plectin, uHTS (AID 1817); Siah-1 / rhodamine-plectin peptide fluorescence polarization; higher % means a stronger effect; actives 0.02% (n = 290,000); displacement, % at 20 µM; hits with a dose series show IC50 in µM;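 active means displacement of at least 50% at 20 µM, with a fluorescence ratio check between 0.3 and a set limit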;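 further: plate controls were Siah plus tracer with DMSO for no effect and tracer alone without Siah for full effect; strong numbers were not always called active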
SV40 large T antigen – SV40 large T antigen inhibitors, biochemical (AID 1903); actives 0.39% (n = 310,000); inhibition, % at 20 µM; hits with a dose series show IC50 in µM; SV40 large T antigen ATPase/helicase inhibition assay; higher % means a stronger effect; in the data active means a potency from the dose series; inconclusive means inhibition mostly from about 32% at the one dose, without a potency; inactive means the rest, 99 in 100 with inhibition below about 32%; further: strong numbers were not always called active
XIAP antagonists – XIAP antagonists, biochemical, IAP family, fluorescence polarization (AID 1018); one-dose displacement, % at 20 µM; IC50 in µM for titrated hits; actives 0.007% (n = 200,000); XIAP BIR domain, fluorescence polarization peptide displacement; higher % means a stronger effect; in the data active means displacement above about 50%; further: a part of the inactive calls stands beside numbers as strong as those of hits
LYP inhibition – PTPN22 lymphoid phosphatase activity blockers – biochemical, fluorescence intensity, uHTS (AID 1779) | recombinant LYP phosphatase, fluorescence intensity; higher % means a stronger effect | inhibition, % at 11.5 µM; hits with a dose series show IC50 in µM | actives 0.054% (n = 290,000); in the data active means inhibition above about 50%;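 further: plate controls were vehicle with enzyme for no effect and no enzyme for full effect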
AID2073 – disruptors of CaV2.2 binding to Mint1 – biochemical, HTRF (AID 2073) | HTRF protein-protein interaction, Mint1-CaV2.2; higher % means a stronger effect | inhibition, % at 20 µM, or IC50 in µM where a hit was titrated | actives 0.19% (n = 290,000); in the data active means inhibition mostly above about 51%, no sharp cut-off; inconclusive means no clear call, values can overlap the other calls; inactive means mostly below about 53%; further: some results filed as inactive read as strong as hits
Dengue-2 NS5 capping pilot replicate – further read-out of Dengue-2 NS5 capping, marked with its call; inhibition, %; measured here: pilot screen replicate inhibition
* marks the source's active call; other numbers are inactive results; ? = inconclusive; / = not tested or not shown.

SMILES	Dengue-2 NS5 capping	RSV antiviral HEp-2	Rac1 GTP hydrolysis	HIV fusion peptide	SIAH1 antagonists	SV40 large T antigen	XIAP antagonists	LYP inhibition	AID2073	others
CCN1CCN(CCOc2ccccc2OCc2ccccc2)CC1	-7.2%	-2.3%	94.5µM*	-0.1%	-2.6%	12.3%	0.4%	-7.1%	-2.9%
CC1CCN(CC(=O)Nc2nc(-c3ccccc3)cs2)CC1	2.4%	5.4%	12.0%	-1.7%	-0.1%	3.2%	/	-3.8%	1.9%
O=C(CCc1c[nH]c2ccccc12)OCc1cccc(C(F)(F)F)c1	-0.6%	1.7%	6.7%	4.1%	13.5%	15.3%	/	-9.7%	-2.5%
CCc1ccc(NS(=O)(=O)c2ccc3[nH]c(=O)[nH]c3c2)cc1	5.2%	3.9%	-4.3%	-1.3%	-2.3%	-10.2%	-6.4%	-5.3%	7.9%
CCCCCNCc1ccc(Br)cc1	-5.2%	-1.4%	-5.1%	-0.1%	1.8%	10.3%	-0.1%	-1.3%	-1.7%
Cc1ccc(OCCC(=O)NNC(=O)c2cc(C)oc2C)cc1	-5.1%	3.7%	2.3%	/	/	0.6%	/	/	/
COc1ccc(-c2ccc3sc4ccccc4c(=O)c3c2)cn1	-5.6%	5.5%	-5.6%	/	/	24.5%	/	/	/
Cc1ccc(NC(=S)NCc2ccc3c(c2)cc(C)n3C)c(C)c1	-11.6%	16.5%	9.2%	0.2%	-1.9%	4.5%	-1.7%	2.1%	19.1%
Cc1ccc(NS(=O)(=O)c2ccc(CCC(=O)N3CCCC3)cc2)cc1	-8.1%	-0.9%	2.6%	-0.6%	7.1%	2.9%	-2.9%	-3.9%	1.5%
Cc1ccccc1OCCSc1nc2ccccc2n1CCC(=O)O	3.9%	2.7%	3.3%	3.1%	-5.2%	3.1%	/	-6.8%	43.6%
Cc1ccccc1C(C(=O)NC1CCCCC1)N(C(=O)CNC(=O)c1ccco1)c1cccnc1 (configuration not stated)	-7.4%	-0.2%	2.2%	5.1%	0.5%	2.2%	-7.1%	-7.4%	4.6%
CCCC(=O)Nc1ccc(Br)c(Cl)c1	5.5%	12.9%	8.9%	-1.4%	-4.7%	4.1%	-2.6%	-8.2%	-6.0%
Cc1nc([N+](=O)[O-])cn1CC(=O)c1ccc(OC(F)(F)F)cc1	-2.6%	-0.4%	/	-1.6%	-0.6%	2.9%	/	-6.5%	-5.6%
NC(=O)C[C@@H]1N[C@]2(C(=O)Nc3ccccc32)[C@@H]2C(=O)N(C3CCCCC3)C(=O)[C@H]12	-5.2%	0.8%	1.2%	-0.5%	3.5%	5.3%	-6.4%	-4.6%	-6.0%
COc1cc(/C=C2/SC(=S)N(CC(=O)O)C2=O)ccc1OC(=O)c1cccs1	88.3µM*	0.3%	16.9%	39.5%	-5.1%	?	/	-5.9%	-0.6%
COc1ccc(OCC(=O)NS(=O)(=O)c2ccc(Cl)cc2)cc1	-0.8%	0.2%	9.1%	-1.0%	3.0%	2.5%	/	-5.8%	0.4%
Cc1cccc(CSc2ccc3nnc(-c4cccs4)n3n2)c1	-13.7%	1.1%	1.4%	-0.1%	12.3%	8.2%	-2.3%	-3.9%	15.9%
Cc1c(C)c2ccc(O)c(CN3CCCC3)c2oc1=O	-5.9%	1.1%	12.1%	-3.1%	-1.5%	6.5%	/	-24.9%	37.8%
COc1cc(C(=O)N2CCN(Cc3ccccc3C(F)(F)F)CC2)cc(OC)c1OC	-1.6%	2.6%	22.2%	-2.9%	-1.0%	4.2%	-4.3%	-3.8%	-6.8%
CN(/N=C/c1ccc(C(C)(C)C)cc1)C1=NCCN1	-3.0%	-2.6%	-3.1%	-0.9%	-4.9%	8.2%	-12.9%	-5.8%	-12.4%
Cc1onc(-c2c(F)cccc2Cl)c1C(=O)Nc1nnc(-c2ccccc2)s1	0.8%	11.6%	2.1%	1.7%	2.1%	2.9%	-1.1%	0.5%	17.5%
Cc1ccc(-c2nnn(CC(=O)NC3CCCc4ccccc43)n2)cc1 (configuration not stated)	-9.8%	0.4%	7.4%	-0.3%	2.9%	-1.6%	-0.6%	-5.7%	11.0%
CCOC(=O)c1csc(-c2ccc(OC)c(OC)c2)n1	-2.7%	0.3%	9.2%	0.4%	-0.1%	25.6%	-2.5%	-3.0%	8.7%
CS(=O)(=O)c1cccc(NC(=O)C2CC2)c1	0.9%	0.4%	4.9%	-0.5%	3.0%	18.8%	-5.4%	0.2%	-3.1%
CC(C)Cn1c(N)c(C(=O)COC(=O)COc2cccc(C(F)(F)F)c2)c(=O)n(C)c1=O	-8.5%	6.7%	6.3%	-0.8%	0.7%	-6.6%	/	1.9%	-11.0%
CCc1ccc(NC(=O)CSc2nc3ccccc3c(=O)n2CCCN2CCC(C)CC2)cc1	-6.8%	2.5%	1.6%	1.4%	-5.4%	9.9%	-8.7%	-1.2%	14.6%
CCOC(=O)c1c(C)oc2c1cc(NS(=O)(=O)c1ccc(C(=O)O)cc1)c1ccccc12	73.8µM*	3.6%	3.0%	38.9%	0.8%	14.6%	/	-5.3%	-0.5%
Cc1nc2cccc(C(=O)NCc3ccccc3)c2o1	-2.9%	0.2%	5.9%	1.1%	-0.3%	9.0%	-3.9%	1.4%	2.3%
Cc1ccc(S(=O)(=O)N(CC(=O)NCc2cccnc2)c2ccc(F)cc2)cc1	-5.7%	-0.6%	6.9%	0.5%	1.5%	-3.3%	/	-9.0%	-6.1%
COc1ccc(/C(O)=C2\C(=O)C(=O)N(CCN(C)C)C2c2cccc(OC)c2OC)cc1 (configuration not stated)	1.9%	2.9%	6.2%	-0.8%	-2.6%	8.9%	-0.3%	-7.4%	-8.1%
O=C(Oc1ccccc1O)c1cccc2ccccc12	/	-1.0%	/	-2.8%	1.5%	6.7%	-1.8%	-1.2%	-2.5%
Cc1cccc(NC(=S)N2CCN(c3ccccc3F)CC2)c1C	-0.4%	0.9%	9.0%	-0.5%	1.6%	15.3%	/	6.7%	-4.6%
CCN(CC)S(=O)(=O)c1ccc(C)c(C)c1	-6.4%	1.9%	8.4%	-0.2%	0.7%	17.4%	-5.9%	-6.0%	-1.3%
CC12CCC(=O)N1C(C(=O)Nc1nc(-c3ccc(F)cc3)cs1)CS2 (configuration not stated)	-3.6%	1.3%	0.3%	/	/	13.3%	/	/	/
Cc1ccc(CNC(=O)c2ccc3nc4[nH]c5ccccc5c4nc3c2)cc1	/	/	/	2.0%	17.9%	12.2%	-1.0%	-3.6%	30.9%
Cc1cc(NS(=O)(=O)c2ccc3c(c2)OCCO3)no1	-1.6%	1.0%	11.2%	-0.7%	13.3%	9.3%	/	-7.6%	-5.4%
CCOC(=O)C1=C(C)C2C3C(=O)N(c4ccccc4C)C(=O)C3C1(C)C1C(=O)N(c3ccccc3C)C(=O)C21 (configuration not stated)	-0.4%	0.4%	-4.0%	0.5%	-1.5%	0.3%	-5.3%	-0.5%	-1.8%
O=c1c2ccccc2nnn1CSc1nnc(-c2cccnc2)n1-c1ccccc1F	-2.8%	-0.9%	14.2%	-0.9%	0.0%	1.1%	2.1%	-4.7%	-12.8%
CCC(=O)Nc1c2c(nn1-c1ccc(C)cc1)CS(=O)(=O)C2	-8.3%	1.4%	-0.6%	-1.3%	-2.4%	18.7%	/	-14.9%	5.9%
O=c1c2cnn(-c3ccccc3)c2ncn1Cc1cccc(Cl)c1	-6.3%	3.1%	1.8%	2.8%	-6.9%	7.0%	-7.3%	1.7%	11.1%
NS(=O)(=O)c1ccc(NC(=S)NC(=O)C2CCCCC2)cc1	-11.1%	0.5%	5.9%	1.5%	1.9%	11.0%	-1.8%	-5.7%	8.7%
Cc1ccccc1OCCC(=O)OCC(=O)NC(=O)c1ccccc1	-4.4%	-2.3%	1.4%	/	/	2.6%	/	/	/
Cc1ccc(S(=O)(=O)CCC(=O)N(CCCN2CCOCC2)c2nc3ccccc3s2)cc1	-8.8%	-2.2%	-3.4%	/	/	3.4%	/	/	/
O=c1cc(CSc2nnc3ccccn23)c2c(ccc3ccccc32)o1	-1.3%	4.9%	13.1%	12.7%	-3.9%	15.2%	-0.8%	-1.7%	17.6%
Cc1nc2ccccc2n1CC(O)Cn1c(C(F)(F)F)nc2ccccc21 (configuration not stated)	-9.5%	3.0%	-8.4%	0.9%	0.1%	7.9%	0.4%	1.0%	38.1%
CCN(C(=O)COC(=O)CSc1ccc(C(N)=O)cc1[N+](=O)[O-])C1CCCCC1	-2.3%	2.7%	-6.9%	-1.1%	-2.2%	20.3%	/	2.6%	-5.4%
Cc1cccc(/C=C/C(=O)c2ccc(NC3=NCCCS3)cc2)c1	-15.2%	-2.2%	6.9%	2.1%	2.0%	6.8%	-4.8%	-0.8%	-4.3%
COc1ccc(CCC(=O)NNC(=O)Cn2nc(C)cc2C)cc1	-0.3%	2.7%	5.8%	1.0%	2.7%	5.7%	/	-0.9%	36.0%
CCCn1nnnc1NCc1ccc(N(C)C)cc1	-6.5%	0.4%	8.3%	0.3%	-2.3%	12.7%	/	-3.4%	-6.3%	Dengue-2 NS5 capping pilot replicate=-4.6
Cc1ccc2oc(=O)c3cnn(CC(=O)N4CCCCC4C)c3c2c1 (configuration not stated)	-2.8%	0.4%	5.8%	-2.1%	-2.3%	2.9%	-5.3%	1.0%	-2.1%
O=C(NCC(=O)N(Cc1cccs1)C(C(=O)NC1CCCC1)c1cccnc1)c1ccco1 (configuration not stated)	-3.2%	0.8%	8.9%	0.6%	-3.2%	11.7%	-8.0%	1.7%	2.5%
C=CCNC(=O)/C(C#N)=C/c1ccccc1[N+](=O)[O-]	?	2.4%	-4.8%	3.9%	-6.7%	-0.3%	-4.6%	3.9%	2.5%
COC(=O)c1[nH]c2ccc(F)cc2c1NC(=O)CCN1CC(C)OC(C)C1 (configuration not stated)	-3.3%	0.0%	6.0%	-2.7%	11.6%	-0.6%	-6.2%	-8.8%	1.5%
Cc1ccc(Cl)cc1NC(=O)C1CCCCC1C(=O)O (configuration not stated)	-1.5%	-0.9%	3.3%	0.1%	12.9%	9.6%	-2.7%	-6.0%	-1.1%

Of the compounds above, four contain an NH in an aromatic ring:
SMILES	Dengue-2 NS5 capping	RSV antiviral HEp-2	Rac1 GTP hydrolysis	HIV fusion peptide	SIAH1 antagonists	SV40 large T antigen	XIAP antagonists	LYP inhibition	AID2073	others
O=C(CCc1c[nH]c2ccccc12)OCc1cccc(C(F)(F)F)c1	-0.6%	1.7%	6.7%	4.1%	13.5%	15.3%	/	-9.7%	-2.5%
CCc1ccc(NS(=O)(=O)c2ccc3[nH]c(=O)[nH]c3c2)cc1	5.2%	3.9%	-4.3%	-1.3%	-2.3%	-10.2%	-6.4%	-5.3%	7.9%
Cc1ccc(CNC(=O)c2ccc3nc4[nH]c5ccccc5c4nc3c2)cc1	/	/	/	2.0%	17.9%	12.2%	-1.0%	-3.6%	30.9%
COC(=O)c1[nH]c2ccc(F)cc2c1NC(=O)CCN1CC(C)OC(C)C1 (configuration not stated)	-3.3%	0.0%	6.0%	-2.7%	11.6%	-0.6%	-6.2%	-8.8%	1.5%
